Source: PubChem
M4 PAM – human M4 muscarinic receptor positive allosteric modulators, primary screen, CHO-K1 cells, Fluo-8 calcium fluorescence; Muscarinic acetylcholine receptor M4 (Homo sapiens), P08173; CHO-K1 hM4/Gqi5, ACh EC20; 0% = ACh EC20, 100% = maximal ACh; activation, % at 3 µM; hit rate 0.4% among 360,000; AID 624126, 2012;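 active means activation above its plate's cutoff, the mean activation of sample wells plus 3 SD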; further: some results filed as inactive read as strong as hits
Target sequence (P08173 whole entry, looked up): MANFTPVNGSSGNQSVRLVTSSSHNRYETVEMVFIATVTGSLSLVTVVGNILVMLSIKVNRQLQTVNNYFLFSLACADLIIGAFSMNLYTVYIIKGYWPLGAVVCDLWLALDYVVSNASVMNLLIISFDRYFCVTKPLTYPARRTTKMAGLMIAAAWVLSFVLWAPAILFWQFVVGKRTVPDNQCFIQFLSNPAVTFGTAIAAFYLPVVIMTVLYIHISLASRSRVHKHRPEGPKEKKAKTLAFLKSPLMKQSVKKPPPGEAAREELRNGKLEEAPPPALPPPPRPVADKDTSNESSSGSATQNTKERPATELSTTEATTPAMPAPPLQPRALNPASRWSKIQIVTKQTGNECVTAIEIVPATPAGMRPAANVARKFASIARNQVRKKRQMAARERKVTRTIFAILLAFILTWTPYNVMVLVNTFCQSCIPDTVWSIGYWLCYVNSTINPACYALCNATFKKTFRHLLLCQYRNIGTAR
M4 antag – human M4 muscarinic receptor antagonists, primary screen, CHO cells, Fluo-8 calcium fluorescence. AID 624125, 2012. CHO-hM4 cells, ACh EC80. Muscarinic acetylcholine receptor M4 (Homo sapiens), P08173. inhibition, % at 3 µM. hit rate 0.73% among 360,000;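 active means inhibition above its plate's cutoff, the mean inhibition of sample wells plus 3 SD, cut at about 27% in these data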;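 further: 0% = acetylcholine EC80 with DMSO and 100% = DMSO without agonist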
M4 ag – human M4 muscarinic receptor agonists, primary screen, CHO-K1 cells, Fluo-8 calcium fluorescence | Muscarinic acetylcholine receptor M4 (Homo sapiens), P08173 | CHO-K1 hM4/Gqi5; vehicle 0%, full acetylcholine response 100% | activation, % at 3 µM | hit rate 0.14% among 360,000;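 active means activation above the run mean over all test wells plus 3 SD, cut at about 32% in these data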;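 further: peak over basal fluorescence ratio per well then scaled between controls; 0% = DMSO wells and 100% = acetylcholine at EC100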
CRFR2-BP ag – agonists of CRF-BP/CRF-R2 complex, primary screen, cell-based, HEK293, calcium dye fluorescence, uHTS. CRF-binding protein / CRF receptor 2 complex (human). calcium dye fluorescence (FLIPR); percent of saturating CRF peptide response. activation, % at 13.2 µM. hit rate 0.46% among 350,000;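 active means activation of at least 50%, plus an integration ratio under a set limit after plate pattern correction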;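 further: plate controls were neutral control wells without compound for no effect and CRF at EC100 for full effect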
M1 PAM – human M1 muscarinic receptor positive allosteric modulators, primary screen, CHO-K1 cells, Fluo-8 calcium fluorescence, 1536-well; activation, % at 3 µM; Muscarinic acetylcholine receptor M1 (Homo sapiens), P11229; hit rate 0.088% among 360,000; AID 588819, 2011; CHO-K1 hM1, ACh EC20; 0% = ACh EC20, 100% = maximal ACh; in the data active means activation above about 19%, passing the limit was not always enough
CRFBP-R2 block – antagonists of CRF-BP/CRF-R2 complex, primary screen, cell-based, HEK293, calcium dye fluorescence, uHTS; CRF-induced calcium fluorescence; inhibition, % at 11.8 µM; hit rate 0.59% among 350,000; AID 588475, 2011;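 active means inhibition of the ligand-induced calcium signal above about 50% at the single tested concentration, limit read from the data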
M5 antag – human M5 muscarinic receptor antagonists, primary screen, CHO cells, Fluo-8 calcium fluorescence; hit rate 0.59% among 360,000; inhibition, % at 3 µM; Muscarinic acetylcholine receptor M5 (Homo sapiens), P08912; AID 624040, 2012; CHO-hM5 cells, ACh EC80;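 active means inhibition above a per-plate cutoff, the mean of that plate's test compounds plus 3 SD, cut at about 27% in these data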;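 further: 0% = acetylcholine EC80 with DMSO and 100% = DMSO without agonist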
Target sequence (P08912 whole entry, looked up): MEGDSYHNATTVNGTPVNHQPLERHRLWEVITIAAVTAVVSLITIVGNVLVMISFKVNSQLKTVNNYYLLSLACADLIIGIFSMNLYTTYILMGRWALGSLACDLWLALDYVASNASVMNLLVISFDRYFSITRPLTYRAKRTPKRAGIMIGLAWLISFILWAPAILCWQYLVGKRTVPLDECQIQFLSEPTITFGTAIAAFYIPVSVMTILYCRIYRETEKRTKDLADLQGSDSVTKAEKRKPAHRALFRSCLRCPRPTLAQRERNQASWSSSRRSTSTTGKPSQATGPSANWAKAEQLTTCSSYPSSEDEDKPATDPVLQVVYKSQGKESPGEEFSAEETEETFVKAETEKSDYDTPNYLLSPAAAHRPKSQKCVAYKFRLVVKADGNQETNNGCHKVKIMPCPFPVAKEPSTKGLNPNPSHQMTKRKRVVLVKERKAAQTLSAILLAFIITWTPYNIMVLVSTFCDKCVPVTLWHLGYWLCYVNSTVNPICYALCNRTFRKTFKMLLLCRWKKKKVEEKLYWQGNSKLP
M5 ag – human M5 muscarinic receptor agonists, primary screen, CHO-K1 cells, Fluo-8 calcium fluorescence. Muscarinic acetylcholine receptor M5 (Homo sapiens), P08912. CHO-K1 hM5 cells; 0% DMSO wells, 100% maximal acetylcholine response. activation, % at 3 µM. hit rate 0.19% among 360,000;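 active means activation above the run's mean over test compounds plus 3 SD, cut at about 23% in these data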;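 further: signal is peak over basal fluorescence ratio across the kinetic read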
M5 PAM – human M5 muscarinic receptor positive allosteric modulators, primary screen, CHO-K1 cells, Fluo-8 calcium fluorescence; Muscarinic acetylcholine receptor M5 (Homo sapiens), P08912; CHO-K1 hM5, ACh EC20 PAM; 0% = ACh EC20, 100% = ACh EC100; activation, % at 3 µM; hit rate 0.3% among 360,000; AID 624038, 2012;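 active means activation above the run cutoff, the mean activation of all test compounds plus 3 SD, cut at about 18% in these data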
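Assay system: CHO-K1 hM5 cells. Also added: acetylcholine at EC20 concentration, added after compound. Dosing: 3 µM, single dose. Times: compound preincubation 140 s before EC20 acetylcholine addition. Signal: Fluo-8 calcium fluorescence. Measure: % activation relative to EC20 and EC100 ACh responses. Repeats: singlicate, one well per test compound.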
* marks the source's active call; other numbers are inactive results; . = not tested or not shown. No enrichment for hits. About 2.6% of those tested had a hit in this group.

A first look:
1. CCn1nc(NC(=O)C(C)C)c2cc3cccc(C)c3nc21
2. C=CCOc1cccn2c(N(C)C(=O)c3ccncc3)c(CC)nc12
3. CC1CC(=O)c2cn3c(nc2C1)nc1ccccc13 (stereo not drawn)
entry no.,1,2,3
M4 PAM,0,3,4
M4 antag,-28,11,-15
M4 ag,1,1,0
CRFR2-BP ag,-2.6,.,5.4
M1 PAM,0,2,9
CRFBP-R2 block,-9,.,-29
M5 antag,2,2,6
M5 ag,-8,1,0
M5 PAM,-7,-2,-3

All compounds of this part (from the top)
1. CCn1nc(NC(=O)C(C)C)c2cc3cccc(C)c3nc21
2. C=CCOc1cccn2c(N(C)C(=O)c3ccncc3)c(CC)nc12
3. CC1CC(=O)c2cn3c(nc2C1)nc1ccccc13 (stereo not drawn)
4. O=C(Cn1cnc2c(NCc3ccccc3)ncnc21)NCCCc1ccccc1
5. O=C(Nc1ccc(F)cc1)Nc1nnc(Cc2ccccc2F)s1
6. COc1ccccc1NC(=O)C1CCCN(c2cnccn2)C1 (stereo not drawn)
7. CC(=O)[C@H]1[C@@H]2C(=O)N(c3cccc(Cl)c3)C(=O)[C@@H]2[C@H]2c3ccccc3C=CN21
8. CC(C)C(=O)NC(CC(=O)O)c1ccccc1 (stereo not drawn)
entry no.,1,2,3,4,5,6,7,8
M4 PAM,0,3,4,0,-3,5,0,9
M4 antag,-28,11,-15,4,15,0,1,3
M4 ag,1,1,0,1,3,1,1,0
CRFR2-BP ag,-2.6,.,5.4,-3.0,3.7,-1.1,6.3,1.1
M1 PAM,0,2,9,1,0,3,8,7
CRFBP-R2 block,-9,.,-29,7,-3,3,-14,14
M5 antag,2,2,6,1,9,-2,2,9
M5 ag,-8,1,0,2,2,-2,-1,-4
M5 PAM,-7,-2,-3,0,-1,6,1,-1

9. O=C(O)CCCn1cc(NC(=O)c2sc3ccccc3c2Cl)cn1
10. Nc1ccccc1C(=O)NCCCN1CCN(c2cccc(Cl)c2)CC1
11. CCCCN(CCCC)CCNC(=O)CN1C(=O)COc2ccc(S(=O)(=O)N3CCC(C)CC3)cc21
12. CCC(C)N1C(=O)S/C(=C/c2ccc3c(c2)n(C)c(=O)n3C)C1=O (stereo not drawn)
13. O=C(O)CN(c1ccccc1[N+](=O)[O-])S(=O)(=O)c1ccccc1
14. Cc1cc(C)c(C(=O)NCC(=O)c2ccccc2)c(C)c1
15. CN(C)C(=O)c1cc(Br)ccc1Cl
16. NC(=O)c1ccsc1NC(=O)CCS(=O)(=O)c1ccccc1
entry no.,9,10,11,12,13,14,15,16
M4 PAM,7,-7,1,-1,14,6,1,7
M4 antag,-10,-9,0,-10,2,-10,1,-8
M4 ag,1,2,0,5,1,2,1,6
CRFR2-BP ag,-1.8,5.0,-1.2,-0.3,-1.1,1.8,-0.1,7.5
M1 PAM,8,3,3,0,1,16,-3,5
CRFBP-R2 block,14,-12,4,-61,5,1,23,1
M5 antag,9,3,9,2,7,-2,-4,0
M5 ag,-2,-5,-8,0,4,2,-1,3
M5 PAM,-3,2,-5,-11,-3,15,5,-2

17. C/C(=C\C(=O)c1ccccc1)Nc1ccc2c(c1)OCO2
18. C(=C(c1ccccc1)c1ccccc1)c1ccccn1
19. Cc1cc(C)c(OCCCCN(C)C)c(Br)c1
20. Cc1ccc(S(=O)(=O)N2CCOCC2)cc1NC(=O)COC(=O)CCn1c(C)csc1=O
21. CCOC(=O)C1=CCN(S(=O)(=O)c2ccc(F)cc2)C1c1ccc(Cl)c(Cl)c1 (stereo not drawn)
22. CC(C)NC(=O)C1(C)CCCCCN1C(=O)c1ccc(-c2ccccc2)cc1 (stereo not drawn)
23. CCCCn1nnnc1NCc1ccc(N2CCCC2)cc1
24. CCc1ccc(C(=O)NNC(=O)CCc2nc3ccccc3c(=O)[nH]2)cc1
entry no.,17,18,19,20,21,22,23,24
M4 PAM,7,11,-3,0,-7,-4,-12,-2
M4 antag,-6,-9,-4,2,14,5,25,-3
M4 ag,2,0,2,1,1,0,-1,0
CRFR2-BP ag,-0.4,2.1,1.6,1.5,.,.,1.4,1.6
M1 PAM,-1,0,-4,3,.,2,-20,2
CRFBP-R2 block,19,6,-3,-15,.,.,-18,3
M5 antag,-7,4,4,12,2,10,0,0
M5 ag,-3,-7,-17,-3,-5,-1,-8,2
M5 PAM,9,-2,-5,-6,-8,3,-5,0

25. Cc1ccc(OCCCCNC(C)c2ccccc2)c(C)c1 (stereo not drawn)
26. O=C1NCCN1c1ccc(CN2CCN(C3CCCCC3)C(CCO)C2)cc1 (stereo not drawn)
27. CCOC(=O)c1cc(C#N)c(N2CCCCC2)nc1-c1ccccc1
28. CCCCCC1CC(CC(=O)Nc2ccc([N+](=O)[O-])cc2)C(=O)O1 (stereo not drawn)
29. CC1(C)CC(=O)C2=C(C1)N(c1ccccc1C#N)C(N)=C(C#N)C2c1cccs1 (stereo not drawn)
30. O=C(Nn1cnnc1)c1cccc(S(=O)(=O)N2CCOCC2)c1
31. Cc1ccc(C)c(C(O)c2ncc(-c3ccccc3)[nH]2)c1 (stereo not drawn)
32. COC1OC(c2ccccc2)=C(c2cnc(N)nc2)c2ccc(F)cc21 (stereo not drawn)
entry no.,25,26,27,28,29,30,31,32
M4 PAM,2,-9,-6,-7,3,-2,-1,4
M4 antag,-2,10,-1,11,1,0,-3,-8
M4 ag,9,0,-1,2,-1,0,2,6
CRFR2-BP ag,-1.1,0.2,7.3,-0.5,-0.8,6.1,.,.
M1 PAM,13,-1,-14,-8,4,7,-7,.
CRFBP-R2 block,2,4,-18,1,-8,-11,.,.
M5 antag,1,10,10,6,1,-2,-4,11
M5 ag,-2,-2,-4,-4,1,-1,0,1
M5 PAM,9,11,-3,-9,4,3,2,-10

33. CCn1c(CCCOc2ccc(Cl)cc2Cl)nnc1SCC(=O)Nc1cc(F)ccc1C
34. CCOC(=O)c1c(C)[nH]c2ccc(O)cc12
35. CCSc1nnc(NC(=O)C2Cc3ccccc3CN2C(=O)c2ccco2)s1 (stereo not drawn)
36. COc1cc(C2C(C#N)=C(N)OC3=C2C(=O)CCC3)cc(OC)c1OC(=O)N1CCOCC1 (stereo not drawn)
37. O=C(Nc1cccc(C(F)(F)F)c1)c1cccnn1
38. NCCCCC(C(=O)O)N(C(=O)OCc1ccccc1)C(=O)OCc1ccccc1 (stereo not drawn)
39. COc1ccc(NC(C)=O)cc1NC(=O)CSc1nnc(-c2ccncc2)n1C
40. CC(=O)n1cc(/C=N/NC(=O)c2cccc(O)c2)c2ccccc21
entry no.,33,34,35,36,37,38,39,40
M4 PAM,-8,3,-1,9,5,2,20,-3
M4 antag,8,-11,2,-5,1,-8,-4,2
M4 ag,7,0,1,0,1,0,1,2
CRFR2-BP ag,-0.8,1.1,1.1,-1.6,0.8,.,1.8,-0.4
M1 PAM,5,7,-4,8,19,6,3,-6
CRFBP-R2 block,8,-5,-8,9,-4,.,-10,2
M5 antag,4,-2,-1,-3,10,-1,2,2
M5 ag,-1,-9,-3,0,-2,-4,0,-7
M5 PAM,-6,6,-4,2,-4,6,6,-2

41. CCCn1c(SCC(=O)Nc2cc(S(=O)(=O)N3CCOCC3)ccc2OC)n[nH]c1=O
42. O=C(c1cc(-c2ccncc2)nc2ccccc12)N1CCN(Cc2ccccc2)CC1
43. Nc1ccc(CSc2ccc(Cl)cc2)cc1
44. COCCn1c(SCC(=O)Nc2sc(C)c(C)c2C#N)nnc1-c1ccc(OC)cc1
45. CC(=O)CSc1nc2ccccc2s1
46. O=C(c1ccc(C#CC2(O)CCCCC2)cc1)N1CCN(Cc2ccccc2)CC1
47. O=C(NCCc1ccccc1)C1Cc2c(-c3ccccc3Oc3ccccc3)ccnc2O1 (stereo not drawn)
48. O=C(CN1CCN(Cc2ccccc2)CC1)NCc1ccc(Cl)cc1
entry no.,41,42,43,44,45,46,47,48
M4 PAM,-2,1,-2,8,-3,-4,-1,2
M4 antag,13,3,4,3,-2,3,-3,0
M4 ag,0,18,0,0,0,7,0,2
CRFR2-BP ag,-2.0,-0.2,-1.5,0.8,-1.8,1.3,.,-0.7
M1 PAM,10,-9,5,2,9,0,10,7
CRFBP-R2 block,16,-14,6,8,9,14,.,0
M5 antag,3,13,-12,-1,2,-4,-1,-1
M5 ag,-4,3,2,-3,-4,-1,-1,-4
M5 PAM,-1,-21,7,2,-9,-4,-2,0

49. O=[N+]([O-])c1ncccc1Oc1nc(-c2cccnc2)nc2ccccc12
50. Cc1c(Cc2ccccc2)c(=O)oc2cc(OC(C)C(=O)NCC3CCC(C(=O)O)CC3)c(Cl)cc12 (stereo not drawn)
51. O=C(O)CC(NCc1ccco1)C(=O)Nc1cccc(O)c1 (stereo not drawn)
52. CCCCNCC(=O)Nc1ccc(NC(=O)CNCCCC)cc1
53. COC(=O)c1ccc(C(=O)Nc2ccc3c(c2)C(=O)NC3=O)cc1
54. COc1ccc(CN2CCN(C(=O)c3ccc(F)cc3)CC2)c(OC)c1
55. COc1cc(/C=C/c2cc(OC(C)=O)c3ccccc3n2)c(OC(C)=O)c([N+](=O)[O-])c1
56. Cc1cc(C)n(CCC(=O)N=Nc2c(O)[nH]c3ccc(Br)cc23)n1
entry no.,49,50,51,52,53,54,55,56
M4 PAM,-6,1,8,-1,3,1,2,13
M4 antag,1,-13,-6,-4,-2,-10,16,12
M4 ag,1,1,1,0,1,2,0,1
CRFR2-BP ag,1.6,0.2,2.5,-1.6,-3.6,-3.4,-0.3,0.7
M1 PAM,0,12,4,1,21,4,7,16
CRFBP-R2 block,-5,0,-3,-25,-3,-5,-24,93*
M5 antag,7,15,0,3,-22,-3,8,4
M5 ag,-1,2,-1,0,6,-2,1,4
M5 PAM,-8,-8,5,-4,3,-5,10,7

Single records, as listed above. Order of values: M4 PAM, M4 antag, M4 ag, CRFR2-BP ag, M1 PAM, CRFBP-R2 block, M5 antag, M5 ag, M5 PAM
Listed for `Cc1cc(C)n(CCC(=O)N=Nc2c(O)[nH]c3ccc(Br)cc23)n1` : 13, 12, 1, 0.7, 16, 93*, 4, 4, 7
Listed for `Cc1c(Cc2ccccc2)c(=O)oc2cc(OC(C)C(=O)NCC3CCC(C(=O)O)CC3)c(Cl)cc12` (stereo not drawn) : 1, -13, 1, 0.2, 12, 0, 15, 2, -8
